HEK293 tox: cytotoxic in the GLP-1 receptor inverse agonist counter-screen; HEK293 cAMP-luciferase reporter cells, luminescence, 24 h; Potency, µM (doses to about 38.3 µM), for inactives: top-dose activity change, negative = inhibition, hits mostly inhibitors; 410,000 compounds, 0.13% hits;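 also: loss of luciferase light is scored as toxicity; potency is read from the fitted curve at half-maximal effect; % is scaled to controls: 0 for no effect and ±100 for the full control effect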
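Cells in DMEM/10% Nu serum/1% pen-strep, 1536-well format. Pre-incubated 12 h, dosed with 23 nL compound, incubated a further 24 h. Luciferase detection, 12 min at room temp, luminescence.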
PI5P4K alpha inh: inhibitors of human PI5P4K alpha. P48426. PI5P4Kalpha enzyme, ADP-Glo luminescence, 60 min; stronger effect = lower value. max response, %. 330,000 compounds, 1.2% hits; active = max response of -50% or lower; inconclusive = between -30% and -50%; inactive = -30% or higher; also: value at the top dose of about 77 µM; % is scaled to controls: 0 for no effect and ±100 for the full control effect
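Quantitative HTS of the MLSMR library against PI5P4Kalpha with substrate. ATP added last at 5 microM final; room temperature, 60 minutes. Remaining ATP depleted, ADP converted and read as luminescence.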
WRN helicase inh: WRN helicase (human) inhibition; 360,000 compounds, 0.46% hits; Q14191; Potency, µM (doses to about 114 µM), without a hit: top-dose activity change, negative = inhibition, actives largely listed as inhibitors; WRN helicase unwinding, fluorescent forked duplex, kinetic; also: potency is read from the fitted curve at half-maximal effect; % is scaled to controls: 0 for no effect and ±100 for the full control effect; nearly all actives have a fitted effect of over 55% in size
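Enzyme (20 nM final) and test compound sit together 15 min at room temperature before substrate addition. Substrate is a single-forked duplex oligonucleotide (100 nM) labelled with fluorophore and quencher, with 2 mM ATP; helicase unwinding raises red fluorescence, read kinetically.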
PLK1 PBD block: blocks phosphopeptide binding to human PLK1 polo-box domain. Potency, µM, without a hit: max response, negative = inhibition, most hits filed as inhibitors. Plk1 PBD binding of FITC phosphopeptide, fluorescence polarization. AID 720504. 360,000 compounds, 2.8% hits; also: potency is read from the fitted curve at half-maximal effect; series mostly up to about 57 µM; % is scaled to controls: 0 for no effect and ±100 for the full control effect; nearly all actives have a fitted effect of over 65% in size
Target sequence (P53350 whole entry, looked up, the tested form may be a part): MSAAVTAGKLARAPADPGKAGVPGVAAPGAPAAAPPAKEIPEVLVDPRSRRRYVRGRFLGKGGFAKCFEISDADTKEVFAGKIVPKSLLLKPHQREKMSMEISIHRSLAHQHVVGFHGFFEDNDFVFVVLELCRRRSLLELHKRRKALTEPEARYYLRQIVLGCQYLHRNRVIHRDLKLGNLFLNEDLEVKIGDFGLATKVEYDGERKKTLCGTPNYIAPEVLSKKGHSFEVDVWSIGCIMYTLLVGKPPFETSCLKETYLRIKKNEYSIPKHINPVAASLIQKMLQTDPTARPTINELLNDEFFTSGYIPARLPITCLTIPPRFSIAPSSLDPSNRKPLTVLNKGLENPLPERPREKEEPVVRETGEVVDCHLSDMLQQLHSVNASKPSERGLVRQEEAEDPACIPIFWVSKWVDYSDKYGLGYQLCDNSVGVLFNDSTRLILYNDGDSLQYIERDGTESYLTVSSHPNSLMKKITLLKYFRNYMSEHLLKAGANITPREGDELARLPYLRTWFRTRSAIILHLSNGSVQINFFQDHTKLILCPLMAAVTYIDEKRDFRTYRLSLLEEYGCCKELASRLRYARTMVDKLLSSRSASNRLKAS
GLP-1R inv ag: GLP-1 receptor (human) inverse agonism | HEK293 GLP-1R CRE-luciferase, luminescence, 24 h; GLP-1R form is constitutively active | Potency, µM (titrated, usually from 38.3 µM), inactives show at the highest dose activity change, negative = inhibition, actives largely listed as inhibitors | 410,000 compounds, 1.6% hits | P43220 | AID 624417; also: potency is read from the fitted curve at half-maximal effect; % is scaled to controls: 0 for no effect and ±100 for the full control effect; nearly all actives have a fitted effect of over 55% in size
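Assay principle: reduced luminescence from a cAMP-responsive reporter in HEK293 cells co-expressing a constitutively active GLP-1R. Conditions: 24 hr compound incubation, 37 deg C, 5% CO2.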
D3 ag: D3 dopamine receptor (human) agonism. P35462. D3R DiscoveRx beta-arrestin cells, luminescence, 90 min. max activation, %. 410,000 compounds, 0.58% hits. AID 652048; in the data active = max activation above about 30%; also: 0% is about no effect; mostly tested at two doses, the higher about 12 µM
Target sequence (P35462 whole entry, looked up): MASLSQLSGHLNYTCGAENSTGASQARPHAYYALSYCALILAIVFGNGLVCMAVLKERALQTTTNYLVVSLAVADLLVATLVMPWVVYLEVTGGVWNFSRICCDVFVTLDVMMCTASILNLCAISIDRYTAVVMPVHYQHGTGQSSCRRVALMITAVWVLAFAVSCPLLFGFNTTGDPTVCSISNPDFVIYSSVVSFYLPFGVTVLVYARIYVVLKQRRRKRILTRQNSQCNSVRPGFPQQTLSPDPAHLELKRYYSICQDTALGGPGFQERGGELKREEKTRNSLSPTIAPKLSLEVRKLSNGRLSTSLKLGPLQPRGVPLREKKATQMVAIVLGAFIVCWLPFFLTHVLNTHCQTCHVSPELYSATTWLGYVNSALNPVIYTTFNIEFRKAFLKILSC
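Agonist mode: compounds and dopamine controls were applied to plated cells for 90 min at 37 degrees C after an overnight attachment at 1500 cells/well. Luminescent read-out followed 30 - 60 minutes at room temperature with DiscoveRx detection reagent.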
GLP-1R agonist: agonists of human GLP-1 receptor; P43220; HEK293 GLP-1R CRE-luciferase, luminescence, 4-6 h; cells express a hypersensitive GLP-1R form; Potency, µM (doses to about 45.6 µM), for inactives: top-dose activation, most hits filed as activators; 380,000 compounds, 0.007% hits; AID 624172; also: potency is read from the fitted curve at half-maximal effect; % of control where 0% means no effect
IL2 activator: activators of IL-2; IL-2 activation reporter assay, cell-based qHTS; stimulated with anti-CD3/CD4/CD28 beads; in transgenic mouse T cells; activation, % (series mostly up to about 46 µM); 360,000 compounds, 0.065% hits; in the data active = activation above about 50%; inconclusive = mostly about 30% to 49%; also: 0% is about no effect
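Screening format: compound pinned onto unstimulated transgenic mouse T cells, 60 min incubation, then anti-CD3/anti-CD4/anti-CD28 bead stimulation for 18 hours at 37 degrees C, followed by EGFP and DsRed detection.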
DRD3 antagonist: antagonists of human D3 dopamine receptor | P35462 | D3R cells, DiscoveRx beta-arrestin luminescence, antagonist mode; stronger effect = lower value | max response, negative = inhibition, % | 360,000 compounds, 2.5% hits | AID 652054; in the data active = max response below about -50%; inconclusive = no clear call, values can overlap the other calls; also: % is scaled to controls: 0 for no effect and ±100 for the full control effect; mostly tested at two doses, the higher about 12 µM
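Cells expressing the human receptor were seeded at 1500 cells/well, incubated overnight at 37 degrees C in 5% CO2, then exposed to library compounds with dopamine controls for 90 minutes at 37 degrees C before luminescent detection.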
* hit, by the source's call; [ ] = dose if it differs, or a comment. Unless noted, calls follow the shape of the dose curve; as a rule, active = well fitted curve in the direction sought with a large enough effect; inconclusive = small, poorly fitted or top-dose-only effect, or another doubt; inactive = no such curve, though single readings can be large; an effect the other way counts as inactive or inconclusive.

For Cc1cc(C)c(NC(=S)N(CCN2CCCCC2)Cc2ccco2)c(C)c1 the results were HEK293 tox inconclusive, PI5P4K alpha inh -0.7, WRN helicase inh -13.6%, PLK1 PBD block 21.2µM*, GLP-1R inv ag inconclusive, D3 ag -7.3, GLP-1R agonist 7.4%, IL2 activator -5.6 and DRD3 antagonist -6.9.
Screening O=C(NCC1CCCO1)c1nn2c(C(F)(F)F)cc(-c3ccco3)nc2c1Cl (stereo not given) returned HEK293 tox -4.4%, PI5P4K alpha inh 1.0, WRN helicase inh -23.6%, PLK1 PBD block -0.9%, GLP-1R inv ag 3.8%, D3 ag -5.8, GLP-1R agonist -9.4%, IL2 activator -2.1 and DRD3 antagonist 15.0.
COc1ccc(NS(=O)(=O)c2cc(NC(=O)/C=C/c3cc(OC)ccc3OC)ccc2N2CCCCC2)cc1 was read as HEK293 tox -15.7%, PI5P4K alpha inh 0.1, WRN helicase inh -1.3%, PLK1 PBD block -0.4%, GLP-1R inv ag -0.3%, D3 ag -3.8, GLP-1R agonist 3.4%, IL2 activator 0.9 and DRD3 antagonist -21.6.
`COC(=O)c1ccc(NC(=O)C2CCCN(S(C)(=O)=O)C2)cc1` (stereo not given) gave HEK293 tox 0.1%, PI5P4K alpha inh 0.0, WRN helicase inh 6.5%, PLK1 PBD block -15.3%, GLP-1R inv ag 3.7%, D3 ag 1.6, GLP-1R agonist 12.9%, IL2 activator -0.7 and DRD3 antagonist -28.6.
CC1CCCCN1C(=O)COC(=O)CNC(=O)c1ccc(Cl)cc1Cl (stereo not given) was read as HEK293 tox -0.2%, PI5P4K alpha inh 5.1, WRN helicase inh -0.3%, PLK1 PBD block 0.2%, GLP-1R inv ag 8.1%, D3 ag 7.4, GLP-1R agonist -10.1%, IL2 activator 0.7 and DRD3 antagonist 0.3.
`COc1ccc(S(=O)(=O)N2CCN(C)CC2)cc1C(=O)N1CCCCC1` gave HEK293 tox 0.0%, PI5P4K alpha inh -5.6, WRN helicase inh -6.3%, PLK1 PBD block 4.1%, GLP-1R inv ag 15.2%, D3 ag -0.6, GLP-1R agonist -1.7%, IL2 activator -3.4 and DRD3 antagonist inconclusive.
`COc1ccc(NC(=O)c2ccc(S(=O)(=O)N(C)C)cc2)cc1OC` gave HEK293 tox 20.9%, PI5P4K alpha inh -1.8, WRN helicase inh 10.3%, PLK1 PBD block -1.2%, GLP-1R inv ag 20.0%, D3 ag 9.6, GLP-1R agonist -2.7%, IL2 activator 3.1 and DRD3 antagonist -2.4.
For Clc1ccc(CN2C3=NCCN3c3ccccc32)cc1 the results were HEK293 tox inconclusive, PI5P4K alpha inh 0.1, WRN helicase inh -9.8%, PLK1 PBD block 2.0%, GLP-1R inv ag inconclusive, D3 ag -0.1, GLP-1R agonist -11.0%, IL2 activator -4.2 and DRD3 antagonist -26.5.
For COc1ccc(-c2oc3ncnc(NCCN4CCOCC4)c3c2-c2ccc(OC)cc2)cc1 the results were HEK293 tox 0.0%, PI5P4K alpha inh 1.4, WRN helicase inh -3.9%, PLK1 PBD block 1.1%, GLP-1R inv ag 3.6%, D3 ag -0.5, GLP-1R agonist 6.5%, IL2 activator -1.9 and DRD3 antagonist -13.2.
`CCCCC(O)(c1ccc(F)cc1)C(CN1CCOCC1)c1ccc(Cl)cc1` (stereo not given) gave HEK293 tox -17.0%, PI5P4K alpha inh 14.0, WRN helicase inh -6.7%, PLK1 PBD block -1.8%, GLP-1R inv ag 2.82µM*, D3 ag 6.5, GLP-1R agonist -1.2%, IL2 activator -1.7 and DRD3 antagonist 26.2.
For O=C(CSc1ncnc2nc[nH]c12)c1ccc(Cl)cc1 the results were HEK293 tox -5.8%, PI5P4K alpha inh -55.1*, WRN helicase inh 2.3%, PLK1 PBD block inconclusive, GLP-1R inv ag 7.6%, D3 ag -4.1, GLP-1R agonist 1.0%, IL2 activator -3.9 and DRD3 antagonist 0.0.
O=C(CN1CCN(c2ccccc2F)CC1)c1c[nH]c2ccccc12 was read as HEK293 tox -9.3%, PI5P4K alpha inh 16.9, WRN helicase inh 7.9%, PLK1 PBD block -1.5%, GLP-1R inv ag inconclusive, D3 ag -2.7, GLP-1R agonist 2.4%, IL2 activator -1.5 and DRD3 antagonist inconclusive.
Screening CCN(CC)CCN(Cc1cc2cc3c(cc2[nH]c1=O)OCO3)C(=S)NCc1ccco1 returned HEK293 tox -7.1%, PI5P4K alpha inh 0.7, WRN helicase inh 11.5%, PLK1 PBD block -1.3%, GLP-1R inv ag inconclusive, D3 ag -15.7, GLP-1R agonist 7.4%, IL2 activator -3.6 and DRD3 antagonist 12.3.
Screening CCCCCCCNC(=O)C1CC(=O)N(C)C(=Nc2ccc(OC)cc2)S1 (stereo not given) returned HEK293 tox -5.8%, PI5P4K alpha inh 18.7, WRN helicase inh 2.8%, PLK1 PBD block -13.1%, GLP-1R inv ag inconclusive, D3 ag 4.3, GLP-1R agonist 10.0%, IL2 activator -0.4 and DRD3 antagonist 0.6.
`CN1CCN(c2ccc(S(=O)(=O)N3CCCCC3)cc2NC(=O)c2ccc(F)cc2F)CC1` gave HEK293 tox 5.7%[1.53 µM], PI5P4K alpha inh 6.5, WRN helicase inh -22.5%[57.1 µM], PLK1 PBD block 5.4%, GLP-1R inv ag inconclusive, D3 ag 1.1, GLP-1R agonist 15.7%, IL2 activator 0.2 and DRD3 antagonist 19.8.
Screening COC(=O)C(C(=O)OC)c1ccccc1NC(=O)OCc1ccccc1 returned HEK293 tox 2.9%, PI5P4K alpha inh -3.5, WRN helicase inh -5.9%, PLK1 PBD block 0.1%, GLP-1R inv ag inconclusive, D3 ag 0.0, IL2 activator 0.0 and DRD3 antagonist 9.5.
`CCN1CCN(C(=O)c2cn(CC)c3ccc(S(=O)(=O)N(C)C)cc3c2=O)CC1` gave HEK293 tox -7.6%, PI5P4K alpha inh -4.7, WRN helicase inh 2.4%, PLK1 PBD block -2.2%, GLP-1R inv ag 7.6%, D3 ag 3.5, GLP-1R agonist 2.4%, IL2 activator 1.2 and DRD3 antagonist -2.6.
`O=C(COC(=O)CNC(=O)c1ccc2c(c1)OCO2)Nc1ncc(Cl)cc1Cl` gave HEK293 tox -4.8%, PI5P4K alpha inh 7.5, WRN helicase inh -7.0%, PLK1 PBD block -3.9%, GLP-1R inv ag 2.0%, D3 ag 2.8, GLP-1R agonist -4.1%, IL2 activator -1.2 and DRD3 antagonist 9.0.
`O=C(NCc1ccccn1)C1CCN(S(=O)(=O)c2cc(Cl)ccc2Cl)CC1` gave HEK293 tox 4.2%, PI5P4K alpha inh 3.8, WRN helicase inh 12.4%, PLK1 PBD block -1.3%, GLP-1R inv ag 6.6%, D3 ag -0.1, GLP-1R agonist 8.1%, IL2 activator 1.6 and DRD3 antagonist 0.0.
For N#Cc1ccccc1NC(=O)CNc1ccc(Cl)c(C(F)(F)F)c1 the results were HEK293 tox -0.4%, PI5P4K alpha inh 23.0, WRN helicase inh -7.8%, PLK1 PBD block 6.9%, GLP-1R inv ag inconclusive, D3 ag -5.1, GLP-1R agonist 13.3%, IL2 activator -0.6 and DRD3 antagonist 8.9.
CCc1ccc(OCC(=O)NNC(=O)c2nn(CC)c(=O)c3ccccc23)cc1 was read as HEK293 tox -2.7%[0.307 µM], PI5P4K alpha inh 1.1, WRN helicase inh 6.1%, PLK1 PBD block -3.2%, GLP-1R inv ag -3.9%[0.307 µM], D3 ag 2.2, GLP-1R agonist 1.7%, IL2 activator -0.2 and DRD3 antagonist -5.2.
`C=CCSc1nc(N)c(C(=O)Nc2ccccc2OC)cc1C(=O)Nc1ccccc1` gave HEK293 tox -21.6%, PI5P4K alpha inh 0.2, WRN helicase inh -12.2%, PLK1 PBD block 2.2%, GLP-1R inv ag 67.1%[activator], D3 ag -1.2, GLP-1R agonist 6.3%, IL2 activator -2.4 and DRD3 antagonist 5.1.
CSc1cc(CS(=O)(=O)c2ccccc2)nc(-c2ccccc2)n1 was read as HEK293 tox -0.3%, PI5P4K alpha inh -5.6, WRN helicase inh -6.4%, PLK1 PBD block -0.5%, GLP-1R inv ag inconclusive, D3 ag 3.8, GLP-1R agonist -1.1%, IL2 activator 3.2 and DRD3 antagonist -3.1.
`O=c1[nH]nc(Cc2ccc(-c3ccccc3Cl)o2)c2ccccc12` gave HEK293 tox -12.9%, PI5P4K alpha inh -2.7, WRN helicase inh 2.7%, PLK1 PBD block -1.9%, GLP-1R inv ag 8.6%, D3 ag 5.4, GLP-1R agonist 7.7%, IL2 activator -3.1 and DRD3 antagonist 7.3.
Cc1cccc(C)c1OCCNC(=O)OCc1ccccc1 was read as HEK293 tox -8.0%, PI5P4K alpha inh 1.2, WRN helicase inh -2.6%, PLK1 PBD block -0.4%, GLP-1R inv ag 11.2µM*, D3 ag -0.5, GLP-1R agonist 8.6%, IL2 activator 0.2 and DRD3 antagonist -3.7.
`CCCc1ncc(C(=O)c2ccc(OC)cc2)n1C` gave HEK293 tox -17.4%, WRN helicase inh -2.4%, PLK1 PBD block -12.1%, GLP-1R inv ag 0.5%, D3 ag -8.7, GLP-1R agonist 1.2%, IL2 activator 0.3 and DRD3 antagonist -17.6.
Screening N=c1c(C(=O)NCCN2CCOCC2)cc2c(=O)n3ccccc3nc2n1CCc1ccccc1 returned HEK293 tox 296.7%[activator], PI5P4K alpha inh 2.8, WRN helicase inh 9.5%, PLK1 PBD block -9.2%, GLP-1R inv ag 8.8%, D3 ag -5.9, GLP-1R agonist 8.8%, IL2 activator -2.6 and DRD3 antagonist -4.8.

A portion from further up, as a working copy:
For N#Cc1ccccc1NC(=O)CNc1ccc(Cl)c(C(F)(F)F)c1 the results were HEK293 tox -0.4%, PI5P4K alpha inh 23.0, WRN helicase inh -7.8%, PLK1 PBD block 6.9%, GLP-1R inv ag inconclusive, D3 ag -5.1, GLP-1R agonist 13.3%, IL2 activator -0.6 and DRD3 antagonist 8.9.
CCc1ccc(OCC(=O)NNC(=O)c2nn(CC)c(=O)c3ccccc23)cc1 was read as HEK293 tox -2.7%[0.307 µM], PI5P4K alpha inh 1.1, WRN helicase inh 6.1%, PLK1 PBD block -3.2%, GLP-1R inv ag -3.9%[0.307 µM], D3 ag 2.2, GLP-1R agonist 1.7%, IL2 activator -0.2 and DRD3 antagonist -5.2.

Assay outcomes (PubChem BioAssay)

No enrichment for hits. About 7.8% of those tested had a hit in this group.
